TSG101-PTAP inh: blocks PTAP/TSG101 interaction to inhibit HIV-1 budding | Q99816 | Fluorescence polarization, FITC-PTAP peptide / Tsg101 binding | Potency, µM (doses to about 115 µM), inactives show top-dose activity change, negative = inhibition, most hits filed as inhibitors | 340,000 tested, under 10 active; active = well fitted inhibition curve with a large enough effect in the main read-out, with a control signal flat, not every such curve was filed as active; inconclusive = small, poorly fitted or top-dose-only effect, or effect the other way, or a change in a side signal; inactive = no such curve, though single readings can be large or run the other way; note: potency is the fitted concentration of half-maximal effect; % of control where 0% means no effect
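Fluorescence anisotropy tracks displacement of a FITC-tagged PTAP peptide (50 nM) from the Tsg101 binding domain (10 uM), following a 20 min room-temperature incubation at pH 7.5.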
TCR activator: activates T cell receptor signaling | primary human leukocytes, anti-CD3, IL-2 HTRF, 48 h | Potency, µM (doses to about 9.22 µM), for the others: at the highest dose activation of IL-2 secretion, hits mostly activators | 330,000 tested, under 10 active | AID 504894; note: % of control where 0% means no effect
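Compounds are tested in HTS on primary human leukocytes co-incubated with a-CD3 beads for 48 hr. IL-2 output is measured by time-resolved FRET.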
Integrin act MD: activators of alpha7 integrin expression for muscular dystrophy; hit rate 0.064% among 350,000; alpha7betagal myoblasts, beta-gal FDG fluorescence, 48 h; Potency, µM (series often up to 38.3 µM), without a hit: at the top dose activation, actives largely listed as activators;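 note: potency is the fitted concentration of half-maximal effect; 100% = response of the positive control SU9516; nearly all actives have a fitted effect of over 60% in size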
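Alpha7betagal+/- myoblasts (passage 13) were plated 16-24 hr, then exposed to compounds (1:260 dilution of DMSO stock) for 48 hours at 37C. After MPER lysis, β-galactosidase reporter activity was read as FDG fluorescence (ex 480/em 540) after 30 minutes.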
Mito fusion yeast: inhibitors of mitochondrial division or activators of mitochondrial fusion | S. cerevisiae fusion-defective mutant growth rescue, CellTiterGlo 48 h | Potency, µM (titrated, usually from 46.1 µM), inactives show at the top dose growth rescue (activation), usual class: activators | hit rate 0.23% among 320,000;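 note: potency is the fitted concentration of half-maximal effect; % of control where 0% means no effect; nearly all actives have a fitted effect of over 45% in size; temperature-sensitive fusion mutants such as fzo1-1 at 37 °C on non-fermentable ethanol glycerol medium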
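S. cerevisiae fusion-defective temperature-sensitive mutants (e.g. fzo1-1, mgm1-5) grown 48 h at 37C in YPEG (ethanol/glycerol non-fermentable) medium with 23 nl compound per well; growth rescue read as CellTiterGlo luminescence.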
ASM inhibitor: human S-ASM enzyme inhibition; placental ASM, HMU-PC fluorogenic substrate, 60 min; hit rate 0.006% among 340,000; P17405; AID 504937; Potency, µM (titrated, usually from 57.5 µM), without a hit: top-dose activity change, negative = inhibition, most hits filed as inhibitors; note: potency is the fitted concentration of half-maximal effect
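Fluorogenic HMU-PC substrate (9 uM final) is turned over by placental ASM in 60 min at 37 C after a 10 min compound preincubation. Reaction ended by alkaline stop (pH 10), with fluorescence read at 386/447 nm.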
A-T KAP1 phos: potential ataxia-telangiectasia treatment | […] A-T fibroblasts, KAP-1 phosphorylation AlphaLISA; neocarzinostatin DNA damage 30 min before lysis | Potency, µM (series often up to 57.5 µM), without a hit: top-dose activation, actives largely listed as activators | hit rate 0.19% among 320,000; note: potency is the fitted concentration of half-maximal effect; % of control where 0% means no effect; nearly all actives have a fitted effect of over 45% in size
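hTERT-immortalized A-T patient fibroblasts ([…]), 500 cells/well in OPTI-MEM, 1% FBS, got compounds for 60 min, then NCS for 30 min at 37C. Lysates were then assayed for phospho-KAP-1 by AlphaLISA (anti-pKAP1 donor, anti-KAP1 acceptor beads), 6 hr at 25C.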
CXXC DNA block: inhibitors of human MLL CXXC domain-DNA interaction; Q03164; MLL-CXXC / FITC-HOXA9 DNA fluorescence polarization; Potency, µM (series often up to 115 µM), for the others: at the highest dose activity change, negative = inhibition, actives largely listed as inhibitors; hit rate 0.037% among 290,000; AID 2662; active = well fitted inhibition curve with a large enough effect in the polarisation, with a control signal flat, not every such curve was filed as active; inconclusive = small, poorly fitted or top-dose-only effect, or effect the other way, or a change in a side signal; inactive = no such curve, though single readings can be large or run the other way; the % refers to the polarisation; note: potency is the fitted concentration of half-maximal effect
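Fluorescence polarization: 7 uM MLL-CXXC (stock) preincubated 5 min with compounds, then 50 nM fluorescein-HOX-A9 DNA (stock) added; 30 min ambient. Buffer 50 mM Tris-HCl pH 7.5, 50 mM NaCl, 1 mM DTT, 0.05% BSA.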
MBNL1-CUG inh: inhibitors of human MBNL1 binding to CUG repeat RNA. Q9NR56. AID 2675. Potency, µM (titrated, usually from 57.5 µM), without a hit: at the top dose activity change, negative = inhibition, actives largely listed as inhibitors. TR-FRET MBNL1-His/biotin-(CUG)12 binding, 665/545 ratio. hit rate 0.036% among 280,000; active = well fitted inhibition curve with a large enough effect in the signal ratio, with a control signal flat, not every such curve was filed as active; inconclusive = small, poorly fitted or top-dose-only effect, or effect the other way, or a change in a side signal; inactive = no such curve, though single readings can be large or run the other way; the % refers to the signal ratio; note: potency is the fitted concentration of half-maximal effect; % is set by controls: 0 for no effect and ±100 for the full control effect
Target sequence (Q9NR56 whole entry, looked up): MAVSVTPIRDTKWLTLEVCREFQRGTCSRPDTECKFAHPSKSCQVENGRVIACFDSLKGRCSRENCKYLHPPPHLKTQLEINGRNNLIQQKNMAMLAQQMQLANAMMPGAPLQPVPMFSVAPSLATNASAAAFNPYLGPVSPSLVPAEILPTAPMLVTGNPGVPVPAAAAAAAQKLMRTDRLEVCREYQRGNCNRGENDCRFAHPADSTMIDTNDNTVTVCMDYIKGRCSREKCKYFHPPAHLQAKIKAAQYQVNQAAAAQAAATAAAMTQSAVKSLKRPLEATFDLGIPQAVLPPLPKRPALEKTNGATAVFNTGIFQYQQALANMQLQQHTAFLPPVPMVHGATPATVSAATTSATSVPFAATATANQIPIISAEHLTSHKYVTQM
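TR-FRET between His-tagged MBNL1 and biotin-(CUG)12 RNA, detected with Tb anti-His antibody (0.055 ng/ul) and streptavidin-XL665 (5 nM), 60 min at room temperature. Compounds titrated 92 nM to 58 uM; 665/545 nm ratio normalized to buffer and complex controls.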
Menin MLL FP TR: displaces Texas Red mutant MLL peptide from human menin | hit rate 0.23% among 270,000 | O00255 | Potency, µM (highest dose often 61.6 µM), without a hit: top-dose FP activity change, negative = inhibition, usual class: inhibitors | AID 1768 | Menin + Texas Red MLL mutant peptide, fluorescence polarization; active = well fitted inhibition curve with a large enough effect in the polarisation, with a control signal flat, not every such curve was filed as active; inconclusive = small, poorly fitted or top-dose-only effect, or effect the other way, or a change in a side signal; inactive = no such curve, though single readings can be large or run the other way; the % refers to the polarisation; note: potency is the fitted concentration of half-maximal effect; % of control where 0% means no effect; many of its hits are not listed in these tables
Target sequence (O00255 whole entry, looked up): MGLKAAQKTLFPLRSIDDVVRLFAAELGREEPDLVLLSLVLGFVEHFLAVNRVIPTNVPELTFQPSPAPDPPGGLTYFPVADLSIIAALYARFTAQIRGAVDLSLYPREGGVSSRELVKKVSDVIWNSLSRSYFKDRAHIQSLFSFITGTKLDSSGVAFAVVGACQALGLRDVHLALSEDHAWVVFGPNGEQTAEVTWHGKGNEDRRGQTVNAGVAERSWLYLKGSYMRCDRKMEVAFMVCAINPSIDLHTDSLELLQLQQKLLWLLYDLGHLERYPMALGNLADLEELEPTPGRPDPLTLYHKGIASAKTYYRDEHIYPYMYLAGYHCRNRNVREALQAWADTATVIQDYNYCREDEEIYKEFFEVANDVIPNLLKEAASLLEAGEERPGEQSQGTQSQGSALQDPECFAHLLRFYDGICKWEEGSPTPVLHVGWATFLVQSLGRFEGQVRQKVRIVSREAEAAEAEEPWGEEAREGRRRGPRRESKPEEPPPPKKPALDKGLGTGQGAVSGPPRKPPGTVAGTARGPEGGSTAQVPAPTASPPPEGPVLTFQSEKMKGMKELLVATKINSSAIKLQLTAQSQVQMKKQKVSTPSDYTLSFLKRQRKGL
TSHR antagonist: blocks TSH signaling through the human TSH receptor. P16473. TSHR-expressing cells, TSH-stimulated cAMP HTRF, 2 h; stronger effect = lower value. activity change, negative = inhibition, % at 11.5 µM. hit rate 0.2% among 330,000. AID 504810;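 active = activity change below a set negative limit, meaning inhibition stronger than a set level, cut at about -70% in these data; inconclusive = activity change between two set negative limits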; note: % is set by controls: 0 for no effect and ±100 for the full control effect
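Antagonism was scored as loss of TSH-driven cAMP in TSHR cells, stimulated with 4nM TSH (EC80) for 2 hours at 37 deg C and detected by homogeneous HTRF competition immunoassay.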
Numbers without * were called inactive; ? = inconclusive; / = no result given; & = joins results of further samples; [ ] = dose if it differs, or a comment. Unless noted, calls come from the whole dose curve; as a rule, active = well fitted curve in the direction sought with a large enough effect; inconclusive = small, poorly fitted or top-dose-only effect, or another doubt; inactive = no such curve, though single readings can be large; an effect the other way counts as inactive or inconclusive. A portion of the library; rates above refer to the full screens.

SMILES | TSG101-PTAP inh | TCR activator | Integrin act MD | Mito fusion yeast | ASM inhibitor | A-T KAP1 phos | CXXC DNA block | MBNL1-CUG inh | Menin MLL FP TR | TSHR antagonist
CSc1ccc(C(=O)C2CCCN(C(=O)c3nn(C)c(=O)c4ccccc34)C2)cc1 (centres undefined) | -5% | -2% | -66%[inhibitor] | -2% | 2% | 2% | -6% | -1% | 21% | -8
Cc1nnc(SCc2cnc(-c3ccccc3)o2)[nH]c1=O | -8% | 17% | 17% | -1% | -3% | 11% | 11% | -3% | 3% | -7
Cn1c(Cn2cnc3ccccc32)nc2ccccc21 | -6% | 9% | 14% | -4% | 3% | 12% | -5% | -1% | 8% | -9
CCOc1ccc(/C(O)=C2/C(=O)C(=O)N(c3ncccn3)C2c2ccc(Cl)cc2)cc1 (centres undefined) | -9% | 4% | -21% | 6% | -2% | 2% | 3% | ? | / | -4
COc1ccc(NC(=O)CCNS(=O)(=O)c2ccc3c(c2)c(=O)n(C)c(=O)n3C)cc1OC | -1% | -5% | 19% | 4% | -2% | 15% | -2% | -13% | -15% | 1
CCOc1ccc(C2/C(=C(/O)c3ccc(Cl)cc3)C(=O)C(=O)N2CCCN(C)C)cc1OC (centres undefined) | / | / | / | 2% | / | 7% | 12% | -1% | 0% | 6
O=C(CCc1nc2ccccc2c(=O)[nH]1)NNC(=O)c1cccc(Cl)c1 | -6% | -6% | 14% | 2% | 0% | 1% | / | / | / | 3
CCN(CCNS(=O)(=O)c1ccc2[nH]c(=O)sc2c1)c1ccccc1 | -10% | -2% | -11% | -6% | -11% | 0% | 2% | ? | 20% | -3
Cc1ccnc(NC(=O)c2ccc(Cl)c(NC(=O)c3ccccc3C)c2)c1 | -4% | 15% | 0% | 0% | 3% | -14% | 0% | -2% | 13% | 18
CCN1C[C@@H]2[C@@H]3C(=O)N(C)C(=O)[C@@H]3[C@](CC)(C1=O)N2C(=O)c1ccc(C(C)(C)C)cc1 | 1% | 1% | 12% | / | 2% | 8% | / | / | / | 4
CC1=CC[C@@]23CCCN2C(=O)CCC[C@H]3C1 | 0% | 3%[46.1 µM] | 0% | / | 3% | -21% | / | / | 5%[138 µM] | 2
Cc1cc(C)cc(N(CC(=O)Nc2ccccc2)C2=NC3CS(=O)(=O)CC3S2)c1 (centres undefined) | -4% | -4% | 17% | 4% | -6% | 2% | -4% | -9% | 12% | 4
CN(C)c1cc(NC(=O)CNC(C)(C)CC(C)(C)C)c2ccccc2n1 | 0% | 11% | -65%[inhibitor] | -7% | 326%[activator] | -4% | 4% | 0% | -2% | -8
Nc1ccc2nc(CCc3ccccc3)[nH]c2c1 | -5% | 3%[46.1 µM] | -8% | 3% | 4% | -4% | 17% | / | -9% | 42
Cc1ccc(NC(=O)CN2C(=O)c3ccccc3S2(=O)=O)c(C)c1 | 0% | 3% | -6% | -2% | 1% | 3% | -6% | 0% | ? | -19
O=C(c1ccc(S(=O)(=O)Cc2ccccc2Cl)c([N+](=O)[O-])c1)N1CCOCC1 | -1% | -2% | -20% | -16% | -1% | 3% | 10% | ? | 2% | 2
c1ccc(CCn2nnnc2CN2CCc3ccccc32)cc1 | 0% | -2% | 13% | 9% | -1% | 1% | 14% | -9% | 1% | -9
CCOc1ccc(NCc2ccccc2OCc2cccc(F)c2)cc1 | -3% | -9%[46.1 µM] | 21% | 2% | 4% | -1% | 4% | 5% | -14% | -2
CSc1ccc(/C=C(/NC(=O)c2ccco2)C(=O)NCc2ccco2)cc1 | -2% | -1% | -14% | 1% | 1% | 9% | -2% | 1% | / | 17
C#Cc1cccc(NC(=O)C2CCN(C(C)=O)CC2)c1 | -3% | 3% | -11% | -1% | 2% | 1% | 3% | -8% | 11% | 4
CC1CCN(Cc2c(C(=O)N/N=C/c3ccccc3O)nnn2-c2nonc2N)CC1 | -1% | -3% | -21% | 11% | -1% | -2% | 18% | 0% | 34%[activator] | -10
COc1ccc(CCNC(=O)CCn2c(=O)oc3ccccc32)cc1 | -1% | -2% | 21% | 2% | 0% | 0% | -4% | 0% | 5% | -9
Cc1cc2nc(CS)[nH]c2cc1C | -5% | 4% | 5% | 4% | 63%[activator] | -68%[inhibitor] | ? | 7% | ? | -10
COC(=O)c1ccccc1NC(=S)N1CCN(c2ccc(OC)cc2)CC1 | -4% | 0% | 8% | 10% | -6% | -3% | 13% | -8% | -9% | -17
Cc1nccnc1Sc1ccccc1 | -4% | 1% | ? | 4% | 2% | -6% | 7% | -13% | -15% | 10
CC(C)(C=O)Cc1cc(C(C)(C)C)c(O)c(C(C)(C)C)c1 | 1% | -3% | / | -31%&-1%[inhibitor] | -7% | ? | 5% | / | ? | -13&-2
COC(=O)c1ccc(OCC(=O)Nc2ccccc2C(=O)NC2CC2)cc1 | 0% | 1% | ? | 3% | 2% | 8% | / | / | / | -3
CN(Cc1ccccc1)C(=C(Cl)Cl)/C(=C1/NCCN1C)[N+](=O)[O-] | -1% | 5% | 24% | 3% | 7% | -1% | -2% | / | -15% | -6
O=C(Nc1ccccc1)NC1(C(=O)N2CCN(c3ncccn3)CC2)CCCCC1 | -4% | -4% | 8% | 1% | 0% | 1% | 9% | 4% | -10% | -2
COc1ccc(C(=O)CSc2nc3[nH]ncc3c(=O)[nH]2)cc1 | -1% | -1% | -1% | 7% | 3% | 5% | -5% | -9% | -1% | 2
COCCNC(=S)NC1CC2CCC(C1)N2Cc1ccccc1 (centres undefined) | -3% | 1% | 0% | -6% | 4% | 2% | -3% | -1% | 0% | 2
CCc1cc2c(SCC(=O)c3ccccc3)ncnc2s1 | -2% | 6%[46.1 µM] | 23% | 12% | -1% | 25% | 12% | ? | -15% | -32
Cc1cc(=O)oc2cc(OCC(=O)N3CCN(C(=O)c4ccco4)CC3)ccc12 | -3% | -1% | -2% | 2% | 13% | -6% | -2% | -8% | -11% | -6
Cc1ccc(-n2c(SCC(=O)Nc3cc(C)on3)nc3ccccc3c2=O)cc1 | -9% | -7% | -13% | -3% | -3% | -1% | -2% | 1% | -17% | -1
COCCNC(=O)CN1C(=O)COc2ccc(S(=O)(=O)N3CC(C)CC(C)C3)cc21 (centres undefined) | -6% | -6% | 23% | 1% | 0% | -4% | / | -10% | -20% | 4
O=C(NNc1cccc(Cl)n1)c1cccnc1Cl | -7% | -2%[46.1 µM] | -1% | -10% | -1% | -11% | -6% | -5% | 4% | 3
O=c1nccc(NCc2ccco2)[nH]1 | -8% | 6% | -10% | -1% | 2% | -1% | -1% | -8% | -7% | 18
NNC(=O)c1cc(-c2ccc(N)cc2)nc2ccc(Br)cc12 | -6% | 0% | -24% | -1% | -5% | -8% | -9% | 12% | / | -2
O=C(c1ccco1)N1CCN(S(=O)(=O)c2ccc(S(=O)(=O)NC3CCCCC3)cc2)CC1 | -3% | -3% | 6% | 1% | -2% | 2% | 3% | -5% | 0% | -9
O=C(Nc1nc(-c2ccccc2)cs1)c1ccco1 | -11% | -4% | -13% | 7% | 0% | 34% | 12% | 0% | / | -31
Cc1ccc(/C=C/C(=O)NCCc2ccccc2)o1 | -1% | -10% | ? | 2% | 0% | -5% | 13% | 10% | 1% | 10
C/[N+]([O-])=C\C1C(=O)CC(C)(C)CC1=O | -5% | -1% | -15% | ? | -1% | -1% | 81%[activator] | / | 7% | -5
O=C1CC(c2ccc(O)cc2)Oc2ccccc21 (centres undefined) | -2% | 8% | -10% | 18% | 1% | -1% | / | / | 1% | -9
Cc1[nH]c2ccccc2c1C(=O)COC(=O)c1ccc[n+]([O-])c1 | 0% | -4% | -18% | 2% | 0% | 12% | 5% | / | / | 12
O=C1c2ccccc2C(=O)N1CCCn1ccnc1 | 0% | -3% | 15% | 4% | 7% | 1% | -12% | 7% | 6% | 0
COc1ccc(-n2cc(-c3ccc(OC)c(OC)c3)[nH]c2=S)cc1 | 2% | -2% | 17% | -6% | -6% | -3% | 4% | 83%[activator] | -12% | -2
CCOC(=O)c1sc(NC(=S)NC(=O)c2ccccc2)c(C(=O)OCC)c1C | -4% | 2%[46.1 µM] | -9% | 1% | 0% | -6% | -4% | / | -2% | 7
CCn1c(C)c(C)c2cc(C(=O)NCCCN3CCCCC3C)ccc21 (centres undefined) | 0% | -1% | -57%[inhibitor] | -2% | 3% | -9% | 8% | -4% | / | 27
O=C(O)c1cccc(S(=O)(=O)N2CCCC(c3nc4c(nnn4Cc4ccc(F)cc4)c(=O)[nH]3)C2)c1 (centres undefined) | 0% | -6% | -20% | 0% | -2% | 13% | 2% | -4% | / | 5
